# TLR4-MyD88 BLA – inhibitors of human TLR4-MyD88 binding; AID 861; HeLa CL3-4 TLR4/MyD88 BLA complementation, FRET ratio; actives 0.18% (n = 200,000); inhibition, % at 8.4 µM; in the data active means inhibition above about 25%;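 further: 0% = vehicle and 100% = reference inhibitor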
# Target sequence (O00206 whole entry, looked up): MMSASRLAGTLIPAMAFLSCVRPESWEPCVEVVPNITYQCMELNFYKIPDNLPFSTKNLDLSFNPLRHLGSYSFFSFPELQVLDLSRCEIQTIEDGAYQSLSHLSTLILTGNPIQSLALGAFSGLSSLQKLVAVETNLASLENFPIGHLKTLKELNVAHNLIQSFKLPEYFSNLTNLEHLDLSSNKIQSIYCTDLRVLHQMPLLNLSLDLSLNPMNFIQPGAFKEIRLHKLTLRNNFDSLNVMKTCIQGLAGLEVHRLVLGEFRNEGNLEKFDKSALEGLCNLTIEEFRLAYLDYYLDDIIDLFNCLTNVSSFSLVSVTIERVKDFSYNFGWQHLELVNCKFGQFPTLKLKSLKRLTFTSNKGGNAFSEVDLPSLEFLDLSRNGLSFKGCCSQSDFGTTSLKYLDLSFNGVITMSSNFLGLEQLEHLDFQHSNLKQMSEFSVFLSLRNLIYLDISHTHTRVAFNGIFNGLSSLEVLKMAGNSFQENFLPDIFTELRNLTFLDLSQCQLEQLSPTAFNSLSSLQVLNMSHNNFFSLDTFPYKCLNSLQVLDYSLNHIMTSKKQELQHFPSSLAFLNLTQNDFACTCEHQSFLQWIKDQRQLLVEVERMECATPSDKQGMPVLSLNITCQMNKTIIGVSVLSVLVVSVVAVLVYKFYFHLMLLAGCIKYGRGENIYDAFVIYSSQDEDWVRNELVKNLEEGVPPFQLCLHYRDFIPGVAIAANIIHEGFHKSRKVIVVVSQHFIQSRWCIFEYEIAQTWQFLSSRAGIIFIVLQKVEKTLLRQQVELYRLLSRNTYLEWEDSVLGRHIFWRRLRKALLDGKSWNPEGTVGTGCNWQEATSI
# Target sequence (Q99836 whole entry, looked up): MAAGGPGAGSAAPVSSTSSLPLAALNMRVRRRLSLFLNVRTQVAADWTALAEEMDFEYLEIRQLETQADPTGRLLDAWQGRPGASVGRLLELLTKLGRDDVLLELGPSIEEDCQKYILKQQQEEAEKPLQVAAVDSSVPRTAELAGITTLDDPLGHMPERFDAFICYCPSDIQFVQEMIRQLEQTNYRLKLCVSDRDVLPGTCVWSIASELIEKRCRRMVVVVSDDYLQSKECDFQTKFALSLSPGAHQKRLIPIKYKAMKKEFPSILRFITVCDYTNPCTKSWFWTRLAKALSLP
# FLuc stim CS – affects firefly luciferase, flagging false hits in luciferase stimulation screens | P08659 | ATPlite luciferase biochemical, luminescence, 10 min; 0 = ATP-free wells, 1 = DMSO control | activation factor at 10 µM | 200,000 tested, under 10 active | AID 1027;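 active means luciferase activation factor, scaled between plate controls, of at least 2 with compound at 10 µM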
#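 Material: Luciferase/luciferin reagent mix; Doses: test compounds dosed from 2 mM stocks in 100% DMSO; Schedule: 10 min incubation after luciferase reagent addition, room temperature; Measured by: luminescence from luciferase reaction; Read-out: luminescence gain marking luciferase activators.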
# APP 5UTR inh – APP translation inhibition | inhibition, % at 2 µM | actives 0.82% (n = 190,000) | SH-SY5Y APP 5'UTR-luciferase reporter, luminescence;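 active means inhibition above a set limit, derived from the sample mean plus 3 SD, cut at about 45% in these data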; further: values of inactives mirror those of a sister screen read the other way
# FLuc inh counter – Photinus pyralis luciferase inhibition counter-screen. inhibition, % at 10 µM. actives 1.5% (n = 200,000). ATPLite firefly luciferase biochemical luminescence, 10 min;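 active means inhibition above about 50% when tested at 10 µM, limit read from the data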
# Diaph act CS – activates diaphorase or chemically reduces, flagging diaphorase assay artifacts; Diaphorase/resazurin coupled assay, resorufin fluorescence, 16 min; active compounds read high; 1 = vehicle wells, 0 = NADH-free wells; activation factor at 20 µM; actives 0.005% (n = 190,000); AID 1229;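 active means diaphorase activity raised at least twofold by the compound at 20 µM; inactive means activation factor below 2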
#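 Material: Clostridium kluyveri diaphorase, purified enzyme; Quantity: enzyme 0.07 U/mL final; Medium: HEPES pH 7.4 buffer with MgCl2 and Tween 20; Dosing: single compound dose of 20 µM, 1% DMSO final; Schedule: 16 min reaction at room temperature; Measured by: red resorufin fluorescence at 544/590 nm excitation/emission.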
# APP 5'UTR act – activates APP 5'UTR luciferase reporter; AID 1276; actives 1% (n = 190,000); activation, % at 2 µM; SH-SY5Y APP 5'UTR luciferase reporter, luminescence; zero percent = DMSO vehicle wells;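 active means activation above a set limit, based on mean plus 3 SD of controls, cut at about 140% in these data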; further: values of inactives mirror those of a sister screen read the other way
# G6PDH CS – L. mesenteroides G6PDH inhibition counter-screen. inhibition, % at 5 µM. AID 1020. Purified L. mesenteroides G6PDH, diaphorase/resazurin coupled fluorescence, 45 min. actives 0.12% (n = 200,000); in the data active means inhibition above about 50%
# Diaph inh CS – diaphorase inhibition or chemical oxidation counter-screen; diaphorase resazurin-to-resorufin fluorescence, NADH, 16 min; bacterial (C. kluyveri) enzyme, not human; inhibition, % at 20 µM; actives 0.69% (n = 190,000); AID 1217;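 active means primary screen inhibition at 20 µM above a set limit, cut at about 50% in these data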;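 further: plate controls were DMSO with full reaction for no effect and wells lacking NADH for full effect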
#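 Detection: fluorescence of resorufin formed from resazurin, Ex 544/Em 590 nm; test system: Clostridium kluyveri diaphorase enzyme; amount: 0.14 U/mL diaphorase, enzyme working solution; times: 16-min room-temperature incubation before reading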
# NF-kB neuron act – compounds increasing NF-kB expression in human neuronal cells. NF-kB reporter expression; active compounds read high. fold change at 12.5 µM. actives 1.6% (n = 190,000). AID 1239; in the data active means fold change above about 3.3
# STAT1 act – activators of IFN-gamma induced STAT1 signaling; activation (% of control), % at 5.5 µM; actives 2.6% (n = 200,000); AID 932; NIH 3T3 STAT1-luciferase reporter, luminescence; 100% = IFN-gamma alone, no compound;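 active means activation above the screen-wide mean activation plus 3 SD, cut at about 130% in these data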;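 further: raw ratio to IFN-gamma control signal so 100% means no change and 0% no light; values of inactives mirror those of a sister screen read the other way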
# * = called active by the depositor; . = not tested or not shown. An unsorted share of the library, and some 5.6% of all compounds hit somewhere here.
SMILES,TLR4-MyD88 BLA,FLuc stim CS,APP 5UTR inh,FLuc inh counter,Diaph act CS,APP 5'UTR act,G6PDH CS,Diaph inh CS,NF-kB neuron act,STAT1 act
CC1Cc2ccccc2N1S(=O)(=O)c1ccc2c(c1)n(C)c(=O)c(=O)n2C (stereo unspecified),-2,1.1,-13,-8,0.9,13,-17,15,1.1,104
CC(=O)OC1COC(N2CCc3cc([N+](=O)[O-])ccc32)C(OC(C)=O)C1OC(C)=O (stereo unspecified),-10,1,-1,-5,0.9,1,11,8,0.99,100
Cc1occc1C(=O)Nc1ccc2ccccc2c1,-6,0.8,-164,21,0.8,164*,7,21,9.3*,156*
C=CCc1c(C)[nH]c(=S)c(C#N)c1C,4,1,13,-2,0.6,-13,8,38,1,100
NC(=O)CSc1cn(Cc2ccccc2)c2ccccc12,2,1,-9,4,0.9,9,14,6,0.84,98
O=C(CCNS(=O)(=O)c1cccc2nsnc12)NC1CCCc2ccccc21 (stereo unspecified),10,1,-20,-4,0.8,20,10,21,0.75,85
OCC1(Cc2ccccc2)CCN(Cc2ccc(-c3ccco3)cc2)CC1,-10,1,-13,-4,1.1,13,2,-6,0.85,101
O=C(CNC(=O)c1cccc(Cl)c1)N/N=C/C=C/c1ccccc1,-3,1,-9,1,1,9,16,-4,1.1,96
O=C(NCc1cccs1)C1CCN(S(=O)(=O)N2CCCC2)CC1,17,1.1,11,-6,0.9,-11,-7,8,1,99
O=C(CC(C(=O)O)c1ccc(Cl)cc1)c1ccccc1 (stereo unspecified),-8,1,12,3,1,-13,14,2,1.2,98
O=C(CN1CCN(S(=O)(=O)c2ccccc2)CC1)NC(=O)NC1CCCCC1,-3,1,15,-4,0.8,-15,2,24,1.1,94
c1ccc(CN=C2Nc3ccccc3CS2)nc1,-2,0.7,-65,26,1.2,65,-1,-16,3,135*
O=C(N/N=C/c1cn(-c2ccccc2)nc1-c1cccnc1)c1ccccc1,-7,1,2,4,0.7,-2,10,31,0.49,102
O=[N+]([O-])c1ccc(N(c2ccccc2)c2ccccc2)cc1,24,1,.,-2,0.9,.,10,7,0.98,98
COc1ccc(-c2csc(Nc3ccc(S(N)(=O)=O)cc3)n2)cc1,5,1.1,.,-6,0.7,.,-1,28,0.84,104
O=C1S/C(=C/c2ccc(N3CCOCC3)o2)C(=O)N1Cc1ccc(F)cc1,10,1,-14,0,0.7,14,7,28,1.7,97
O=C(c1ccc(-c2ccccc2)cc1)C1CCCN(C(=O)c2cncs2)C1 (stereo unspecified),-1,1.1,-19,-7,0.6,19,6,39,0.96,95
CC(OC(=O)/C=C/c1ccco1)C(=O)Nc1cccc([N+](=O)[O-])c1 (stereo unspecified),6,1.1,-1,-7,1,1,-5,2,0.8,97
O=C(Oc1ccccc1OC(=O)N1CCOCC1)N1CCOCC1,-3,1,1,-1,1,-1,12,-1,1.2,105
O=C(/C=N/O)Nc1ccccc1,-1,1,4,-2,0.9,-4,-1,8,1.1,94
O=C(/C=C/c1ccc(Br)o1)NCc1ccccc1,1,1,11,-1,0.9,-11,-2,7,1.2,99
O=C(Nc1cccc(F)c1)/C(=C\c1cccnc1)NC(=O)c1ccco1,15,1.1,-9,-6,0.9,9,3,6,1.1,106
O=[N+]([O-])c1ccc(N=Cc2ccc(Br)c([N+](=O)[O-])c2)cc1,5,1,-6,-1,0.9,6,2,6,1.1,95
CCCCNCCOc1ccccc1-c1ccccc1,-4,1.1,-23,-6,0.9,23,-1,6,0.84,86
COC(=O)c1ccccc1C(=O)N1CCCC(CCC(=O)NCc2ccc(F)c(F)c2)C1 (stereo unspecified),-4,1.1,-32,-7,0.8,32,10,21,1.3,101
C=CCNC(=S)N/N=C(\C)c1cccnc1,6,1,-9,-1,1.1,9,10,-10,0.84,97
CCOC(=O)Nc1nnc(/C=C/c2ccc(OC)cc2)s1,4,0.8,6,22,0.9,-6,-26,10,1.3,99
Oc1ccc(-c2n[nH]c(=S)n2Cc2ccco2)cc1,9,1,-6,-2,0.9,6,2,10,1,105
CCOC(=O)c1c(C)oc2c1c1c(c3ccccc32)OCN(Cc2cccnc2)C1,-10,1,-77,-2,0.5,77,13,53*,4.7*,106
COc1cc(NC(=O)CCC(=O)OCCCC(F)(F)C(F)(F)F)nc(OC)n1,-5,1.1,9,-6,0.9,-9,8,12,1.1,94
Cn1c(-c2cnn(-c3ccccc3)c2-n2cccc2)n[nH]c1=S,13,1,-22,0,0.9,22,3,8,1.2,96
O=C(CN1CCN(c2ccc(Cl)cc2)CC1)Nc1ccc(F)c(F)c1,-3,1,11,2,0.9,-11,-3,12,1.2,98
O=C(NCCN1CCCC1=O)Nc1ccccc1,4,1.1,5,-8,0.9,-5,0,11,1,106
Cc1nc(Nc2nc(CSc3ccc(Cl)cc3)cc(=O)[nH]2)nc2ccccc12,5,1,-16,4,0.9,16,-16,10,1.2,98
COc1ccccc1NC(=O)CSc1nnc(CCNC(=O)c2ccc(C)cc2)n1C,-12,0.8,2,23,0.9,-1,10,9,1.3,104
O=C(c1ccco1)N1CCN(C(=O)C2CCCc3c2[nH]c2ccc(Cl)cc32)CC1 (stereo unspecified),-5,1,11,-2,0.9,-11,4,6,0.98,110
CCn1c(SCC(=O)Nc2cccc(C)n2)nc2c1c(=O)n(C)c(=O)n2C,1,1,-4,0,0.9,4,8,6,0.6,93
Cc1cccc(N2C(=O)N(c3ccccc3C)C3CS(=O)(=O)CC32)c1 (stereo unspecified),-6,1,1,3,1.1,-1,-1,-11,1.1,94
CCOC(=O)c1c(Cc2ccccc2)c[nH]c1C,1,1,-14,-3,0.9,14,2,9,1.1,120
Cc1occc1-c1nnc(SCC(=O)NCc2cccs2)n1CC1CCCO1 (stereo unspecified),-2,1,4,-3,1.1,-4,28,-10,1.2,102

# Among those listed so far, 4 have two or more sulfur atoms:
SMILES,TLR4-MyD88 BLA,FLuc stim CS,APP 5UTR inh,FLuc inh counter,Diaph act CS,APP 5'UTR act,G6PDH CS,Diaph inh CS,NF-kB neuron act,STAT1 act
O=C(CCNS(=O)(=O)c1cccc2nsnc12)NC1CCCc2ccccc21 (stereo unspecified),10,1,-20,-4,0.8,20,10,21,0.75,85
O=C(NCc1cccs1)C1CCN(S(=O)(=O)N2CCCC2)CC1,17,1.1,11,-6,0.9,-11,-7,8,1,99
COc1ccc(-c2csc(Nc3ccc(S(N)(=O)=O)cc3)n2)cc1,5,1.1,.,-6,0.7,.,-1,28,0.84,104
Cc1occc1-c1nnc(SCC(=O)NCc2cccs2)n1CC1CCCO1 (stereo unspecified),-2,1,4,-3,1.1,-4,28,-10,1.2,102

# Remaining list, next part.
SMILES,TLR4-MyD88 BLA,FLuc stim CS,APP 5UTR inh,FLuc inh counter,Diaph act CS,APP 5'UTR act,G6PDH CS,Diaph inh CS,NF-kB neuron act,STAT1 act
O=C(c1cnn2c(C(F)F)cc(C3CC3)nc12)N1CCCC1,9,1.1,10,-10,1,-10,2,2,0.98,89
COc1cccc(NC(=S)N(CCN2CCCCC2)Cc2ccco2)c1,-1,1.1,-7,-5,0.9,7,0,12,1.4,89
CC1CCCN(C(=O)c2ccc(S(=O)(=O)N3CCC(c4nc5ccccc5s4)CC3)cc2)C1 (stereo unspecified),4,.,0,.,.,0,.,.,.,106
COc1ccccc1NS(=O)(=O)c1cc(NC(=O)CCC(=O)c2cccs2)ccc1Cl,6,1.1,-12,-6,0.8,12,3,19,0.9,88
COc1cc(NC(=S)Nc2ccc(S(=O)(=O)N3CCOCC3)cc2)cc(OC)c1OC,-17,1.1,-10,-11,0.9,10,10,7,1,96
Cc1ccc(CNC(=O)Cc2ccc(-n3c(=O)[nH]c4ccsc4c3=O)cc2)cc1,8,1,15,5,0.9,-15,-4,6,1.2,101
C/C(=N\NC(=O)c1cccc(N/N=C(\C)c2ccncc2)c1)c1ccncc1,10,1,3,0,1,-3,-14,2,0.54,96
O=C(O)COCc1nc2ccccc2[nH]1,-8,1,0,-5,1,0,7,-1,1,105
CCOC(=O)N1CCC(NC(=O)COc2cc(=O)n(C)c3ccccc23)CC1,-10,1.1,-23,-6,0.9,23,-2,12,1.3,106
CC(=O)O/N=C(/C)c1ncc(C(F)(F)F)cc1N1CCOCC1,9,1.1,2,-7,0.8,-2,-3,18,1,103

# Looked up one by one from the list above, 5 records:
SMILES,TLR4-MyD88 BLA,FLuc stim CS,APP 5UTR inh,FLuc inh counter,Diaph act CS,APP 5'UTR act,G6PDH CS,Diaph inh CS,NF-kB neuron act,STAT1 act
O=C(c1cnn2c(C(F)F)cc(C3CC3)nc12)N1CCCC1,9,1.1,10,-10,1,-10,2,2,0.98,89
COc1ccccc1NS(=O)(=O)c1cc(NC(=O)CCC(=O)c2cccs2)ccc1Cl,6,1.1,-12,-6,0.8,12,3,19,0.9,88
C/C(=N\NC(=O)c1cccc(N/N=C(\C)c2ccncc2)c1)c1ccncc1,10,1,3,0,1,-3,-14,2,0.54,96
COc1cc(NC(=S)Nc2ccc(S(=O)(=O)N3CCOCC3)cc2)cc(OC)c1OC,-17,1.1,-10,-11,0.9,10,10,7,1,96
O=C(O)COCc1nc2ccccc2[nH]1,-8,1,0,-5,1,0,7,-1,1,105

# (cont.)
SMILES,TLR4-MyD88 BLA,FLuc stim CS,APP 5UTR inh,FLuc inh counter,Diaph act CS,APP 5'UTR act,G6PDH CS,Diaph inh CS,NF-kB neuron act,STAT1 act
Cc1ccccc1Cn1cc(C)c(=O)[nH]c1=O,6,1,-2,-2,0.9,3,16,8,1.5,99
C/C(=N\NC(=O)C(O)(c1ccccc1)c1ccccc1)c1ccc(C)o1,-7,1.1,-41,-6,1,41,3,2,0.87,88
CC(C)CC(C(=O)O)N1C(=O)C2C3CC(C2C1=O)C1C(c2ccccc2)c2sc(=O)[nH]c2SC31 (stereo unspecified),6,1,15,4,1,-15,18,-3,1.1,91
O=C(NC(=S)Nc1ccc(F)cc1)c1ccc2c(c1)OCCO2,14,0.7,-213,34,0.8,213*,11,23,2.1,152*
CC1(C)CC(=O)C(C2c3ccccc3S(=O)(=O)c3ccccc32)C(=O)C1,14,1,-7,-4,1.1,7,7,-15,1.2,97
CC(=O)c1ccc(NC(=O)CSc2nnc(NC(=O)CN3CCOCC3)s2)cc1,4,1,-28,-5,0.9,28,0,10,0.97,93
